GPR35 antagonists – GPR35 antagonists blocking zaprinast-driven arrestin recruitment, primary screen, imaging, U2OS, beta-arrestin-GFP, zaprinast agonist (AID 2058) | one-dose inhibition, % at 10 µM; IC50 in µM for titrated hits | 290,000 compounds, 0.052% hits | U2OS GPR35 beta-arrestin-GFP translocation imaging, zaprinast antagonism; higher % means a stronger effect;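 active = inhibition of at least 50% with at least 30 cells and total cytoplasm GFP at most 10,000,000; inconclusive = under 30 cells or total GFP of 10,000,000 plus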
KOR beta-arrestin-1 – kappa opioid receptor blockers – cell-based, luminescence, uHTS (AID 1778); KOR beta-arrestin recruitment, luminescence, antagonist mode; higher % means a stronger effect; inhibition, % at 10 µM; hits with a dose series show IC50 in µM; 290,000 compounds, 0.091% hits; in the data active = inhibition above about 50%; note: strong numbers were not always called active
PhoP inhibition – PhoP-dependent GFP reporter repression – Salmonella Typhimurium, primary screen (AID 1863) | S. Typhimurium PhoP-regulated promoter GFP reporter, 4 h; higher % means a stronger effect | one-dose inhibition, % at 50 µM; IC50 in µM for titrated hits | 300,000 compounds, 0.16% hits;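 active = inhibition over 29.93%, a cutoff 3 SD above the screen mean, later confirmed by dose response; inconclusive = inhibition over 29.93% but no dose response follow-up; inactive = inhibition at most 29.93% or unconfirmed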;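 note: 0% = low Mg2+ inducing control and 100% = high Mg2+ repressing control; strong numbers were not always called active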
West Nile virus CPE – inhibition of WNV-induced cytopathic effect – cell-based, CPE readout (AID 1621) | one-dose CPE inhibition, % at 10 µM; IC50 in µM for titrated hits | 290,000 compounds, 0.02% hits | West Nile virus-infected cells, CPE inhibition; higher % means a stronger effect; in the data active = a potency from the dose series; inconclusive = CPE inhibition mostly from about 3.7% at the one dose, without a potency; inactive = the rest, 99 in 100 with CPE inhibition below about 2.2%; note: strong numbers were not always called active
KOR beta-arrestin-2 – KOR agonists, beta-arrestin recruitment, primary screen, cell-based, luminescence, uHTS (AID 1777); KOR beta-arrestin recruitment, luminescence; higher % means a stronger effect; activation, % at 10 µM; hits with a dose series show EC50 in µM; 280,000 compounds, 0.02% hits; in the data active = activation above about 50%, passing the limit was not always enough; note: a part of the inactive calls stands beside numbers as strong as those of hits
GPR55 beta-arrestin – selective activators of receptor GPR55 – imaging, U2OS cells, beta-arrestin-GFP redistribution, primary screen (AID 1961); U2OS GPR55 beta-arrestin-GFP redistribution imaging; higher % means a stronger effect; one-dose activation, % at 10 µM; EC50 in µM for titrated hits; 290,000 compounds, 0.048% hits;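 active = activation above 40% with more than 50 cells counted in the well; inconclusive = wells holding fewer than 50 cells, flagged as toxic or sparse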;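 note: U2OS osteosarcoma cells stably expressing GPR55 and beta-arrestin-GFP; plate controls were DMSO negative control for no effect and LPI positive control for full effect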
T cell HTS – T cell immune modulation candidate. 2C CD8+ T cell-vesicle binding, flow cytometry; active compounds read low. calls only at 7 µM. 330,000 compounds, 0.068% hits;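 active = response, share of CD8 T cells binding vesicles, and their 90th percentile fluorescence all below set limits, cut at about 80% in these data, passing the limit was not always enough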
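System: murine 2C transgenic CD8+ T lymphocytes; also added: QL9-loaded Drosophila micro-vesicles; times: binding 1.5 h at 37 °C; measured by: flow cytometry, PE anti-B7-1 (FL2) versus Alexa647 anti-CD8 (FL8), PFA-fixed; control set: Peptide-free naked vesicles (low) and QL9 vesicles with 0.7% DMSO vehicle (high)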
NTR1 agonist – agonists of NTR1, primary screen, imaging, U2OS cells, beta-arrestin-GFP, high content (AID 493036); NTR1-U2OS beta-arrestin-GFP spot imaging, agonist mode; activation, % at 20 µM; P30989; 330,000 compounds, 0.17% hits;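 active = activation at or above 40% of the spot to cytoplasm intensity ratio, with at least 20 cells analyzed; inconclusive = wells under 20 cells, flagged as cytotoxic or low count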;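 note: 0% = DMSO without peptide and 100% = 100 nM NTR1 peptide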
Target sequence (P30989 whole entry, looked up): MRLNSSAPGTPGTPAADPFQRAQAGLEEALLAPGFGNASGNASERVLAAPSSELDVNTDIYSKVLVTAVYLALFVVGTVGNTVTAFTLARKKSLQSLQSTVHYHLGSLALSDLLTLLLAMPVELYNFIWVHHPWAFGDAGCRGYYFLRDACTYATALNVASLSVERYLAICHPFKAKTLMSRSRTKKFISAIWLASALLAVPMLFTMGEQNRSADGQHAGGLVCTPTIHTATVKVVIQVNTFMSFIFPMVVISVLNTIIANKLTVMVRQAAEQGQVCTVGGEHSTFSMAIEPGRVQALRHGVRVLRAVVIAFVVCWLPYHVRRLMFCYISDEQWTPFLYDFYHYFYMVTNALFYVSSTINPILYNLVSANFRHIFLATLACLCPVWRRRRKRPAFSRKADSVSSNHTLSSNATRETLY
GPR55 antagonists – GPR55 antagonists blocking LPI-driven arrestin recruitment, primary screen, imaging, U2OS, beta-arrestin-GFP, LPI agonist (AID 2013). inhibition, % at 10 µM, or IC50 in µM where a hit was titrated. 290,000 compounds, 0.13% hits. U2OS GPR55 beta-arrestin-GFP translocation imaging, LPI antagonism; higher % means a stronger effect;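 active = spots per cell inhibited over 60%, with over 100 cells counted and total cytoplasm intensity under 500,000; inconclusive = wells with under 100 cells, flagged as likely toxic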;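 note: U2OS cells stably carrying GPR55 and arrestin-GFP stimulated by 5 µM LPI near EC80; imaged beta-arrestin-GFP aggregate spots per cell after agonist stimulation; plate controls were LPI-stimulated DMSO wells for no effect and DMSO wells without LPI for full effect; some results filed as inactive read as strong as hits; confirmed hits need IC50 under 10 µM and bright autofluorescent wells are also inconclusive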
T cell HTS vesicle-bound % – second read-out of T cell HTS, no call of its own (marks repeat the call); double positive events, %; measured here: CD8+ vesicle-bound cell fraction;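 binding gate set so that unloaded-vesicle control wells show 10% double positive cells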
NTR1 agonist cell count 20 µM – further read-out of NTR1 agonist, marked with its call; cell count; measured here: cell count, cytotoxicity flag
Numbers without * were called inactive; i = inactive; u = inconclusive; x = not tested or not shown; [ ] = another dose, or the depositor's remark.

SMILES | GPR35 antagonists | KOR beta-arrestin-1 | PhoP inhibition | West Nile virus CPE | KOR beta-arrestin-2 | GPR55 beta-arrestin | T cell HTS | T cell HTS vesicle-bound % | NTR1 agonist | NTR1 agonist cell count 20 µM | GPR55 antagonists
C/C(CCC(C)C)=N\Nc1ccc(S(N)(=O)=O)cc1[N+](=O)[O-] | 1% | -2% | 2% | 0.0% | 1.1% | -0.7% | i | 31 | 13 | 47 | 9%
COc1cccc(C(=O)NNc2nc(C)cc(C)n2)c1 | -2% | -21% | -9% | 0.3% | 2.7% | -0.5% | i | 27 | 0.3 | 63 | 5%
CCOc1ccccc1CN1CCN(S(=O)(=O)CC)CC1 | -2% | 34% | -4% | -0.1% | -4.4% | -0.1% | i | 47 | 0.3 | 38 | -1%
O=C(OCC(=O)N1CCN(C(=O)c2ccco2)CC1)c1ccccc1C(=O)c1ccc(Cl)cc1 | 6% | 4% | -13% | -0.6% | 0.3% | 0.3% | i | 19 | 0.3 | 42 | 13%
COc1ccc(-n2nnnc2SCC(=O)N2CCCC2)cc1OC | 2% | -4% | -6% | -0.3% | 2.3% | -0.2% | i | 32 | 0.1 | 44 | 22%
CCOC(=O)c1c(S(=O)(=O)Nc2ccccn2)c(C)n(C)c1C | 2% | -11% | -3% | -0.2% | -0.9% | 0.6% | i | 32 | 0.4 | 55 | 14%
CNc1nc(CCN2C(=O)c3ccccc3C2=O)cs1 | -3% | 4% | 2% | 0.3% | -1.8% | 0.7% | i | 49 | 3.7 | 88 | -12%
CN(CC(=O)Nc1ccc2c(c1)OCO2)S(=O)(=O)c1ccc(F)cc1 | -5% | -6% | 1% | -0.1% | -2.5% | -0.2% | i | 22 | 22 | 56 | 7%
NS(=O)(=O)c1ccc(CNc2ccc3ccccc3n2)cc1 | -4% | -16% | -14% | -0.6% | 1.0% | 0.7% | i | 40 | 2.2 | 46 | 14%
Cc1c(CCC(C)C)c(-n2ccnc2C)n2c(nc3ccccc32)c1C#N | -5% | 22% | -5% | -0.5% | -1.3% | -0.1% | i | 60 | 4.3 | 57 | 6%
COc1ccc(NC(=O)CC2C(=O)N(c3ccc(OC)cc3)C(=O)N2Cc2ccc(OC)c(OC)c2)cc1 (centres undefined) | -2% | -22%[20 µM] | -5% | u | 3.1% | 0.2% | i | 14 | 0.1 | 43 | -3%
COc1ccc(-n2nc(C(=O)NCC(=O)NCCCN3CC(C)CC(C)C3)c3ccccc3c2=O)cc1Cl (centres undefined) | 1% | -14% | -12% | -0.4% | 0.8% | -0.2% | i | 38 | -1.2 | 46 | 19%
COc1cccc2cc(C(N)=O)/c(=N\NC(=O)c3ccccc3)oc12 | -2% | -7% | -4% | -0.6% | -0.3% | -0.1% | i | 17 | 1.3 | 43 | 3%
Cc1cc(Cl)ccc1OCC(=O)NCCOc1nc(N2CCOCC2)nc(N2CCOCC2)n1 | -1% | -7% | 8% | -0.9% | 1.3% | 0.0% | i | 48 | -1.8 | 85 | 12%
Cc1ccc(-c2cc(C(=O)Nc3cccc(S(=O)(=O)N(C)C)c3)c3ccccc3n2)o1 | 5% | 4% | 13% | 0.3% | -3.8% | 0.1% | i | 5 | -2.0 | 50 | -1%
OCCN(Cc1ccccc1)Cc1ccccc1Cl | 16% | -10% | 8% | -0.4% | -0.1% | -0.2% | i | 39 | 0.4 | 49 | 17%
O=C(NC(=S)NCc1ccccc1)c1ccccc1F | 2% | 14% | 10% | -0.1% | -0.5% | 0.0% | i | 44 | 1.4 | 76 | 11%
CC1CCC2(CC1)NC(=O)N(CC(=O)Nc1cccc(S(=O)(=O)N3CCOCC3)c1)C2=O (centres undefined) | 13% | 17% | -11% | 0.1% | -3.5% | 0.2% | i | 23 | -0.3 | 59 | 12%
COc1ccc(CCNC(=O)c2c(-c3ccccc3)noc2C)cc1OC | -5% | -26% | 0% | -0.7% | -6.3% | -0.2% | i | 15 | 0.1 | 55 | -6%
CCOc1ccccc1NC(=O)C1CCCN(c2c(CC)c(C)nc3ncnn23)C1 (centres undefined) | 11% | 3% | -2% | -0.8% | -2.4% | 0.3% | i | 30 | -1.8 | 46 | 14%
C#CC(=O)N(c1ccc(OC)c(OC)c1)C(C(=O)NC1CCCC1)c1cccs1 (centres undefined) | -14% | -1% | 14% | -1.7% | -3.8% | -0.4% | i | 7 | 13 | 65 | 22%
O=C(Nc1cccnc1)c1ccc(Oc2ccccc2)cc1 | -19% | 5% | -2% | 0.8% | -1.6% | 0.1% | i | 6 | 0.7 | 88 | 14%
Cc1ccc(C)c(Nc2ncccc2C(=O)NCc2cccs2)c1 | 16% | -48% | 12% | -1.5% | 2.5% | 0.1% | i | 24 | 3.2 | 44 | -3%
CCc1cc(C(=O)N2CCCc3ccccc32)sc1C | -8% | -10% | -8% | -0.2% | 5.7% | -0.1% | i | 14 | 1.4 | 55 | -4%
O=C(Nc1ccc(S(=O)(=O)Nc2ncccn2)cc1)c1cccc(Br)c1 | -2% | 1% | -3% | 0.0% | -2.5% | 0.3% | i | 60 | 0.9 | 71 | -1%
O=S(=O)(c1c(F)cccc1F)N1CCN(C(=S)NCc2ccc3c(c2)OCO3)CC1 | -7% | 21% | -5% | 0.0% | -3.2% | -0.6% | i | 48 | 1.0 | 38 | 1%
COC(=O)c1ccc(CNC(=O)COC(=O)C23CC4CC(CC(C4)C2)C3)cc1 | 4% | -2% | -6% | 0.0% | -4.1% | 0.2% | i | 45 | 2.3 | 44 | 5%
CCn1nc(C)c(CNC(=O)C2CCC(=O)N(Cc3cccc(F)c3)C2)c1C (centres undefined) | 6% | -13% | -5% | -0.6% | -1.3% | -0.1% | i | 68 | -0.3 | 59 | 1%
COc1ccc2nc(SCC(=O)Nc3ccccc3OC)[nH]c2c1 | 11% | -4% | -8% | -0.4% | -3.3% | -0.2% | i | 47 | -0.5 | 42 | 0%
CN(C)CCCOc1cccc(Cl)c1 | 0% | 22% | -1% | -0.4% | -3.4% | 0.1% | i | 32 | -0.4 | 48 | 2%
COc1ccccc1N1CCN(C(=O)Cn2c(=O)oc3cc(S(=O)(=O)N4CCCC4)ccc32)CC1 | -12% | -15%[20 µM] | x | -0.2% | -3.3% | 0.3% | i | 50 | 0.0 | 49 | -5%
COC(=O)[C@@H](Cc1ccccc1)NC(=O)[C@H]1CCC(=O)N1C(=O)OCc1ccccc1 | -8% | 20%[20 µM] | x | 0.1% | -2.7% | -0.1% | i | 41 | -0.2 | 86 | 4%
CC1CCCCN1C(=O)CSc1nnc(-c2cccnc2)n1C1CCCCC1 (centres undefined) | -16% | -11% | 2% | -0.9% | -4.8% | -0.4% | i | 23 | -1.4 | 77 | 12%
COc1ccc(C(=O)OCCNC(=O)c2ccncc2)cc1OC | 2% | -1% | -10% | 1.0% | -2.7% | 0.0% | i | 45 | 1.7 | 75 | -11%
C=CCOc1ccc2ccccc2c1/C=N/O | 15% | -58% | 4% | -0.2% | -0.3% | 0.0% | i | 58 | 0.9 | 52 | -10%
Cc1nc2nc(C)c(CCC(=O)O)c(C)n2n1 | -2% | 12% | -6% | 0.4% | -6.3% | -0.1% | i | 57 | -1.2 | 31 | -15%
COc1cc(NC(=O)CCc2nnc3ccc(N4CCOCC4)nn23)cc(OC)c1OC | -13% | -20% | -2% | 0.3% | -0.2% | 0.2% | i | 11 | 1.0 | 67 | 8%
COc1ccc(-c2csc(-n3cccn3)n2)cc1 | -3% | 10% | 13% | -0.3% | -1.4% | 0.2% | i | 37 | 2.0 | 78 | 5%
Cc1cc(-c2nc3ccccc3o2)c2ccccc2n1 | 11% | -1% | -3% | 1.8% | 2.6% | -0.1% | i | 20 | 8.0 | 51 | -7%
COC(=O)c1[nH]c2ccccc2c1NC(=O)CCN1CCN(C2CCCCC2)CC1 | 10% | 18% | -6% | -0.7% | -2.7% | -0.2% | x | x | -1.2 | 106 | 13%
Cc1sc(NC(=O)c2ccccc2)c(C(=O)N2CCN(C)CC2)c1C | 11% | 20% | 4% | -0.5% | -2.9% | -0.1% | i | 24 | -1.3 | 67 | 10%
O=C(Nc1cccnc1)c1ccccc1O | 1% | 11% | 20% | -0.1% | 6.4% | 0.0% | i | 59 | -0.2 | 72 | 7%
CC(=O)NS(=O)(=O)c1ccc(NC(=O)c2ccc(Cl)cc2[N+](=O)[O-])cc1 | 3% | -7%[20 µM] | -1% | 0.3% | -2.9% | 0.2% | i | 54 | 1.4 | 52 | 7%
COc1ccc(-n2nnnc2SCC(=O)NCc2ccco2)cc1OC | 9% | -41% | -2% | -0.1% | -0.8% | 0.1% | i | 24 | 1.6 | 49 | 9%
CC(C)(C)NC(=O)CN(Cc1cccs1)C(=O)CCC(=O)Nc1nccs1 | 3% | 20% | 14% | 0.1% | 8.1% | 0.2% | i | 25 | -1.0 | 60 | 0%
CC(C)CC(=O)NC1(C(F)(F)F)C(=O)Nc2c1c(=O)[nH]c(=O)n2Cc1ccco1 (centres undefined) | 3% | 6% | 5% | x | 1.2% | 0.3% | i | 45 | -0.6 | 55 | 4%
COc1ccc(C2CCCN2C(=S)Nc2ccc(C)c(C)c2)cc1OC (centres undefined) | -2% | 5% | -7% | -0.9% | 1.6% | 0.5% | i | 16 | -0.9 | 60 | 7%
Cn1nnc(NC(=O)CSc2ccc(Cl)cc2)n1 | -4% | -30% | -3% | 0.3% | 4.3% | 0.4% | i | 47 | -0.1 | 58 | 1%
O=C(COC(=O)/C=C/c1ccc(C(F)(F)F)cc1)NC1CCCC1 | 1% | 34% | -4% | -0.4% | -4.7% | 0.0% | i | 70 | -1.0 | 71 | 8%
CC(=O)OC[C@H]1O[C@@H](O/N=C(\C)CCN2CCCCc3nc(C)c(C)cc32)[C@H](OC(C)=O)[C@@H](OC(C)=O)[C@@H]1OC(C)=O | -14% | -5% | 2% | x | -0.2% | 0.1% | i | 18 | -0.9 | 106 | 4%
COc1cc(CN2CCN(Cc3ccc([N+](=O)[O-])cc3)CC2)c([N+](=O)[O-])cc1OC | 2% | 11% | 3% | -1.1% | 0.7% | -0.2% | i | 58 | 1.4 | 91 | 7%

Compound activity (PubChem)
